Apoferritin bind – binds horse apoferritin like a general anesthetic. P02791. apoferritin/1-aminoanthracene competitive binding, fluorescence. Potency, µM (titrated, usually from 77.5 µM), inactives show top-dose activity change, negative = displacement, usual class: inhibitors. 0.074% of 350,000 active. AID 485281; further: potency means the concentration at half of the fitted maximal effect; on the % scale 0 is the no-effect control and ±100 the full control effect; nearly all actives have a fitted effect of over 20% in size
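Probe: 1-aminoanthracene (50% saturated, PBS). Protein: horse-spleen apoferritin, 10 uM. Incubation: 10 min, room temperature. Detection: 380 nm excitation, 535 nm emission. Analysis: normalized response, four-parameter Hill.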
POLK inh – DNA polymerase kappa (human) inhibition. purified Pol kappa, fluorescent DNA synthesis assay, 10 min. 0.53% of 400,000 active. Q9UBT6. Potency, µM (doses to about 107 µM), for the others: at the highest dose activity, negative = inhibition, most hits filed as inhibitors; further: potency means the concentration at half of the fitted maximal effect; on the % scale 0 is the no-effect control and ±100 the full control effect
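Kinetic fluorescence readout at 0 and 10 min followed reaction start with substrate at 50 nM final. Beforehand, enzyme (10 nM Pol kappa) stood 15 min with compound at room temperature; buffer-only wells were negative controls.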
GRP78 ERSR act – inducers of ER stress response in human glioma cells; Potency, µM, for inactives: at the highest dose activation, usual class: activators; U87-MG GRP78 promoter luciferase reporter, 16 h; 0.02% of 420,000 active; further: potency means the concentration at half of the fitted maximal effect; series mostly up to about 76 µM; % of control where 0% means no effect; nearly all actives have a fitted effect of over 35% in size
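Stably transfected U87-MG human glioma cells carrying a GRP78-based luminescent sensor were seeded at 1000 cells/well, pin-dosed with compounds and incubated 16 h. Luciferase reagent was then added, and end-point luminescence was read after 10 min at room temperature.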
LDHA inh – blocks human lactate dehydrogenase A; P00338; purified LDHA, NADH/diaphorase-resazurin fluorescence; active compounds read low; activity change, % (values are at about 110 or 230 µM); 0.15% of 480,000 active; AID 1347041; in the data active means activity change below about -30%; inconclusive means mostly about -25% to -30%;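 further: plate controls were DMSO wells for no effect and wells without enzyme for full effect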
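Enzyme activity of human lactate dehydrogenase 5 (2 nM; 0.06 mM NADH, 0.2 mM pyruvate, 5 min, RT) is measured via a resazurin/diaphorase fluorescence readout of residual NADH.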
APEX1 inh – blocks human APE1 abasic DNA cleavage. Potency, µM (doses to about 65.8 µM), inactives show at the highest dose activity change, negative = inhibition, most hits filed as inhibitors. 0.35% of 350,000 active. recombinant APE1, TAMRA/BHQ-2 abasic DNA cleavage fluorescence. AID 2517;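 further: potency means the concentration at half of the fitted maximal effect; plate controls were vehicle for no effect and reference inhibitor for full effect; nearly all actives have a fitted effect of over 55% in size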
Target sequence (P27695 whole entry, looked up): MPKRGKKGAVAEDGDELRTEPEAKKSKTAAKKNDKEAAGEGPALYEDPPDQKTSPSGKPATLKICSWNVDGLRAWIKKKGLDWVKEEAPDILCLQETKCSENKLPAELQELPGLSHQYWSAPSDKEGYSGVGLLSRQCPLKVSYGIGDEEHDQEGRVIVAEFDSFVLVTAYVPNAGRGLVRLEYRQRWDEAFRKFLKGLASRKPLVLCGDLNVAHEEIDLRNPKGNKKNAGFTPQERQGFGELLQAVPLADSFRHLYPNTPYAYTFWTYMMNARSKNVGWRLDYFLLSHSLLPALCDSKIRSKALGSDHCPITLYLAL
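Quantitative HTS: incision of a TAMRA/BHQ-2 double-stranded substrate bearing a tetrahydrofuran abasic site by 0.75 nM APE1 raises fluorescence. Substrate 50 nM final, added after 15 min compound preincubation at room temperature; progress as third-minus-first kinetic read difference.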
Pol eta inh – DNA polymerase eta (human) inhibition; AID 588591; recombinant Pol eta, fluorescent DNA replication assay; Q9Y253; Potency, µM (top dose mostly 114 µM), inactives show top-dose activity change, negative = inhibition, most hits filed as inhibitors; 1.2% of 390,000 active; further: potency means the concentration at half of the fitted maximal effect; on the % scale 0 is the no-effect control and ±100 the full control effect
Target sequence (Q9Y253 whole entry, looked up): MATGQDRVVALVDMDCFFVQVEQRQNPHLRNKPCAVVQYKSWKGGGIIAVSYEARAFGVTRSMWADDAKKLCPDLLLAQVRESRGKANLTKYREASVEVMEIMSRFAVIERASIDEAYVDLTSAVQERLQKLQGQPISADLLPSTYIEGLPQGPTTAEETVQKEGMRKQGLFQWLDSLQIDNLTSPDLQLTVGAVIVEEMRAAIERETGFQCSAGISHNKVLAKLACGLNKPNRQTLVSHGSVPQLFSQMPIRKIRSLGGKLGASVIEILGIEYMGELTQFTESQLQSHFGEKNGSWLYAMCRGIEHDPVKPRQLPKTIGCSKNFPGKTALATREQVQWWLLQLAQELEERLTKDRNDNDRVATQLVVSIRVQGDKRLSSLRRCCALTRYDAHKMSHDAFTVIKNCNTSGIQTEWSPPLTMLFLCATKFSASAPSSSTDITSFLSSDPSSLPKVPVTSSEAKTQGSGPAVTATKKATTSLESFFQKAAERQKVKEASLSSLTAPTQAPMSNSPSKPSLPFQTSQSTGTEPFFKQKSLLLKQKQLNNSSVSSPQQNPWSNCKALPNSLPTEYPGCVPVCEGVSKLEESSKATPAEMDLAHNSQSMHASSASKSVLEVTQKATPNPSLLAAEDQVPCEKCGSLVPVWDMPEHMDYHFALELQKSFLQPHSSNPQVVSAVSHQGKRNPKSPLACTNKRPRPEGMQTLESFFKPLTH
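Fluorescent replication assay: 50 nM final substrate added after a 15 min room-temperature compound preincubation with 10 nM enzyme. Signal taken at 0 min and again at 10 min.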
Pol beta inh – DNA polymerase beta (human) inhibition; P06746; Pol beta primer extension/strand displacement, fluorescence kinetic; Potency, µM (highest dose often 114 µM), for inactives: at the highest dose activity change, negative = inhibition, actives largely listed as inhibitors; 1.3% of 340,000 active; further: potency means the concentration at half of the fitted maximal effect; on the % scale 0 is the no-effect control and ±100 the full control effect
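Curves were derived by four-parameter Hill fits of normalized qHTS data. The kinetic fluorescent primer-extension read was taken at 0 and 10 min after 50 nM substrate, following a 15 min room-temperature preincubation of 10 nM enzyme with compounds.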
BLM helicase inh – inhibitors of human Bloom syndrome helicase BLM | P54132 | recombinant BLM DNA unwinding, fluorescence dequenching | Potency, µM (top dose mostly 56.1 µM), inactives show at the top dose activity change, negative = inhibition, usual class: inhibitors | 0.2% of 350,000 active;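 further: potency means the concentration at half of the fitted maximal effect; plate controls were vehicle for no effect and no enzyme for full effect; nearly all actives have a fitted effect of over 35% in size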
POLI inh – DNA polymerase iota (human) inhibition | Q9UNA4 | Pol iota fluorescent replication assay, 10 min | Potency, µM (doses to about 115 µM), for the others: at the highest dose activity, negative = inhibition, actives largely listed as inhibitors | 1% of 390,000 active | AID 588590; further: potency means the concentration at half of the fitted maximal effect
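Fluorescent replication assay read twice, at 0 min and 10 min after adding 50 nM (final) substrate. Enzyme (10 nM) and compounds were first incubated 15 min at room temperature; enzyme-free buffer wells were negative controls.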
The depositor's hits bear a star; ? = inconclusive; . = not tested or not shown; & = joins results of further samples; [ ] = remark or other dose. Unless noted, the call rests on the fitted dose curve; in most records, active means well fitted curve in the direction sought with a large enough effect; inconclusive means small, poorly fitted or top-dose-only effect, or another doubt; inactive means no such curve, though single readings can be large; an effect the other way counts as inactive or inconclusive. The list is partial; count on the stated rates, not on these rows.

Fields – Apoferritin bind, POLK inh, GRP78 ERSR act, LDHA inh, APEX1 inh, Pol eta inh, Pol beta inh, BLM helicase inh, POLI inh
CCCCN(C)CCC(=O)Nc1ccc(OC)cc1OC
→ 1%, -13%, -5%, 2, 6%, 8%, 26%, -13%, 15%
Cc1ccc(CNc2nc(C)nc3sc4c(c23)CCC4)cc1
→ -16%, -1%, -1%, 4, 1%, -18%, -1%, -5%, -7%[58.9 µM]
Cc1ccc(NC(=S)N2CCCN(Cc3ccc(F)cc3)C2)c(C)c1
→ 1%, 0%, -4%, -7, 15%, -6%, 9%, -12%, 19%
O=C(CN1CCN(c2ccccc2F)CC1)Nc1ccccc1F
→ -12%, -2%, -2%, 3, 1%, -5%, -2%, -1%, 20%
Cc1[nH]c2ccc3ncccc3c2c1C
→ -10%, -9%, 0%, 1, 2%, -12%, 20%, 0%, 138%[activator]
Cc1ccc(Cn2c(CCC(=O)O)nc3ncccc3c2=O)cc1
→ 2%, -7%, -4%, -2, 75%[activator], -5%, 5%, -1%, 39%[activator]
Cc1cccc(C)c1NC(=O)CN1C(=O)CCSc2ccc(S(=O)(=O)N3CCCC3)cc21
→ -5%&192%, 5%, 1%&-2%, -8&-16, 34%, -7%&1%, 19%&7%, -3%&-3%, -1%&20%
[N-]=[N+]=CC(=O)CCCN1C(=O)c2ccccc2C1=O
→ -11%, -5%, -3%, -6, 8%, -10%, 7%, 0%, -1%
CCc1cnc2c(c1SCC(=O)N1CCCCC1)c(=O)n(C)c(=O)n2C
→ -11%, -6%[60.1 µM], -4%, -9, ., -18%, 1%, 1%, 19%
Cc1ccccc1NS(=O)(=O)c1ccc(OCC(=O)N2CCCCC2)cc1
→ -11%, -3%, -3%, 5, -3%, -6%, 9%, -1%, -5%[58.9 µM]
CCc1c(C(=O)NNC(=O)Nc2ccc3c(c2)OCO3)csc1C
→ ?, -2%, 2%, -2, 16%, -1%, 18%, -6%, 15%
CCCCNC(=O)CCn1c(=O)c2ccccc2n(Cc2ccc(Cl)cc2)c1=O
→ -3%, -2%, -1%, -9, 1%, -5%, 0%, 1%, 9%
CNC(=O)/C(C#N)=C1/SC(Cc2ccc(F)cc2)C(=O)N1c1ccccc1 (stereo unspecified)
→ -7%, 0%, -4%, -5, 4%, -15%, -2%, -2%, 55%[activator]
COc1ccc(NC(=O)CSc2nnc(Cc3cccs3)n2-c2ccc(C)cc2)cc1
→ -4%, -13%, -1%, -7, -3%, -11%, 0%, -7%, 19%
N[C@@H](Cc1ccc(O)cc1)c1nnc([C@H](CCC(=O)O)NC(=O)C2CCNCC2)o1
→ 0%, 3%, -3%, 0, 16%, -24%, 2%, 0%, ?
O=C(c1ccccc1)c1nc[nH]c1C(=O)Nc1ccccn1
→ -23%, 4%, -2%, -1, -4%, -15%, -7%, -1%, 23%
Cc1ccccc1CN1CCN(Cc2ccc3cccc(F)c3n2)CC1CCO (stereo unspecified)
→ -11%, -6%, -2%, -3, 18%, -9%, -17%, -3%, 31%[activator]
CCOC(=O)CC1=Nc2ccccc2NC(=O)C1
→ -10%, -8%, 0%, -2, -1%, -9%, -8%, 0%, 5%
CCc1c(C)sc(NC(=O)Cc2ccccc2OC)c1C(=O)N1CCOCC1
→ 5%, 3%, -2%, 1, 4%, -19%, 17%, 2%, 53%[activator]
CCOC(=O)CN1N=C(/C=C/c2ccccc2)CCC1=O
→ ., -5%, -3%, -1, ., -20%, ., ., 12%
COC(=O)c1ccc(-c2c(-c3ccccc3)ncc3cc(OC)c(OC)cc23)cc1
→ ., -5%, -3%, 2, -19%, -8%, ., ., 15%
O=[N+]([O-])c1cnc(Sc2ccncn2)s1
→ 0%, -4%, -16%, 3, -5%, 4%, -1%, 0%, ?
CC(=O)Oc1ccc2cc(-c3nc4ccccc4n3C)c(=O)oc2c1
→ 578%[activator], -3%, 3%, -9, -4%, -10%, -2%, -8%, ?
Cc1cc(C(=O)CN2C(=O)C(=O)N(Cc3ccccc3)C2=O)c(C)n1-c1ccccc1F
→ -19%, -4%, 1%, 0, -4%, -16%, 1%, -3%, -1%
COc1ccc(S(=O)(=O)Nc2cccc3c2O[C@H](CN(C)Cc2ccc(Oc4ccccc4)cc2)[C@@H](C)CN([C@H](C)CO)C3=O)cc1
→ ., 5%, -3%, -2, 13%, -9%, ., ., 11%
COc1cccc(C(=O)NCc2ccc(-c3nc4ccccc4s3)cc2)c1
→ -1%, -5%, -3%, -3, 0%, 1%, 1%, -11%, 16%
O=C1C(=O)N(CCCN2CCOCC2)C(c2ccc([N+](=O)[O-])cc2)/C1=C(\O)c1ccc2c(c1)OCCO2 (stereo unspecified)
→ 1%, 0%, -2%, 0, 0%, -2%, 28%, 1%, -12%
CCC1=C(CC2NCCc3ccccc32)CC2c3cc(OC)c(OC)cc3CCN2C1 (stereo unspecified)
→ ., -16%, -5%, -3, ., -7%, ., ., 31%[activator]
Oc1ccccc1C(=S)N1CCCCCC1
→ ?, -10%, -2%, 1, 1%, ?, ?, 0%, 8%
CC(C)Cc1nc(N2CCOCC2)c(C#N)c2c1COC(C)(C)C2
→ -9%, -10%, -6%, -4, -3%, -18%, -26%, -3%, 11%
Cc1cccc(NC(=S)N(CCN(C)C)C(C)c2cccnc2)c1 (stereo unspecified)
→ -1%, -6%, -2%, 1, 12%, 1%, 45%, -1%, 96%[activator]
OCCCNCc1ccc(-c2ccccc2)cc1
→ -21%, -1%, 0%, 10&-8, 34%[activator], -24%, 16%, -12%, 110%[activator]
CC(C)Oc1ccc(C(=O)NCCc2csc(-c3cccc(F)c3)n2)cc1
→ -2%, -12%[60.1 µM], -2%, -4, ., -24%, 3%, -9%, 0%
CCOC(=O)c1c(NC(=O)Nc2ccc(F)cc2)sc(C(=O)N(C)C)c1C
→ 7%, 2%, -3%, -5, ., -3%, 10%, -5%, -10%
CCOC(=O)C(NC(=O)c1ccccc1)(Nc1nnc(C)s1)C(F)(F)F (stereo unspecified)
→ -7%, -7%, -4%, -2, 17%, -9%, 1%, 5%, 4%
Cc1nc2ccccc2n1CC(=O)N/N=C\c1ccccn1
→ -3%, -22%, -5%, 7, 13%, 5%, 11%, -3%, 12%
Cc1cc(C)c(C(=O)C(C)OC(=O)Cn2cnc3c2c(=O)n(C)c(=O)n3C)cc1C (stereo unspecified)
→ ., -9%, -2%, -5, -1%, -6%, ., ., 23%
CCC(Sc1nc(C)cc(C)n1)C(=O)Nc1cc(C)on1 (stereo unspecified)
→ -4%, -5%, -1%, -10, 7%, -5%, 12%, -3%, 1%
CC1=NN(c2ccccc2)C(=O)/C1=C\c1sccc1C
→ 3%, 0%, -2%, -3, ?, -4%, -1%, -1%, ?
Cc1cc(=O)oc2cc(OC(C)C(=O)NC3CCN(Cc4ccccc4)CC3)ccc12 (stereo unspecified)
→ -11%, -9%, -3%, -4&-5, 31%[activator], -10%, 0%, -2%, -2%
Cc1ccccc1CSc1nnc(-c2ccccc2)c(=O)[nH]1
→ -7%, -17%, 7%, -10, -1%, -1%, 36%, -1%, 12%
CC1CC(C)(C)N2C(=O)C(=C(C#N)C#N)c3cccc1c32 (stereo unspecified)
→ -8%, -6%, -3%, 11, 4%, -18%, 16%, -3%, 170%[activator]
CCN(CC)c1ccc(C(=O)N/N=C/c2ccc(N3CCOCC3)cc2)cc1
→ -6%, -4%, -4%, -2, ?, -27%, 1%, -3%, 56%[activator]
CCOc1ccccc1CN1CCNC(=O)C1CC(=O)N(C)Cc1cnccn1 (stereo unspecified)
→ -4%, -3%, -4%, -1, 1%, -9%, 47%, -3%, 47%[activator]
O=C(COc1nsnc1N1CCOCC1)N1CCOCC1
→ -6%, -1%, -5%, -4, 1%, -17%, 12%, 1%, 27%
COc1ccc(CCNC(=O)c2cc(-c3ccncc3)nc3c(Cl)cccc23)cc1OC
→ -19%, -1%, 0%, 0, -1%, -21%, 2%, -8%, 170%[activator]
CCC(=O)Nc1nnc(SCC(=O)Nc2ccc(F)cc2)s1
→ -8%, -8%, -7%, -5, -3%, 8%, -12%, -1%, 22%
CC(C)CNC(=O)CN(c1cccc(Cl)c1)S(C)(=O)=O
→ -3%, 4%, -3%, -3, 1%, -12%, -7%, 0%, 12%
CCC(Oc1ccccc1)C(=O)OCC(=O)N(CC)c1c(N)n(Cc2ccccc2)c(=O)[nH]c1=O (stereo unspecified)
→ ., 3%, -4%, -9, 17%, 5%, ., ., 23%
COc1ccccc1/C=C/c1ccc2ccccc2n1
→ ., 1%, -8%, 4, ., ., ., ., -8%
CCc1ccccc1NC(=O)CSc1nnc2ccc3ccccc3n12
→ -15%, 8%, -2%, -10, ., -5%, -3%, -3%, 32%[activator]
O=C(Nc1nccs1)c1ccc(COc2ccc(F)cc2)o1
→ -20%, -4%, 6%, -2, -2%, -12%, -17%, -2%, ?
CCCCC(c1nnnn1CS(=O)(=O)c1ccc(C)cc1)N1CCN(C)CC1 (stereo unspecified)
→ -15%, -3%, -3%, -2, 3%, -2%, 1%, 1%, 102%[activator]
Cc1cc(NC(=O)Nc2ccc(Cl)cc2)n(-c2ccccc2)n1
→ -4%, -3%, -3%, -6, -10%, -20%, 14%, -3%, -22%[58.9 µM]

As entered above:
Under LDHA inh, CCN(CC)c1ccc(C(=O)N/N=C/c2ccc(N3CCOCC3)cc2)cc1 reads -2
Under BLM helicase inh, CC(C)CNC(=O)CN(c1cccc(Cl)c1)S(C)(=O)=O reads 0%

Compound activity from PubChem BioAssay.
